mlh1 rad18: NCI yeast anticancer drug screen, S. cerevisiae mlh1 rad18 strain; actives 11% (n = 79,000); growth inhibition, % at 50 µM;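 further: 0% = growth of vehicle-only cultures of the same strain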
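Genetically defined yeast (DNA repair-deficient) exposed to compounds; growth inhibition determined relative to vehicle.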
sgs1 mgt1: NCI yeast anticancer drug screen, S. cerevisiae sgs1 mgt1 strain | % growth inhibition at 50 µM | actives 10% (n = 78,000);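 further: 0% = growth of vehicle-only cultures of the same strain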
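Mutant yeast exposed to compound; growth scored against vehicle-only wells.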
yeast bub3: NCI yeast anticancer drug screen, S. cerevisiae bub3 mutant strain; % growth inhibition at 50 µM; actives 9.9% (n = 78,000);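 further: 0% = growth of vehicle-only cultures of the same strain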
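Part of a panel of yeast mutants defective in DNA damage repair or cell cycle regulation. Each strain is grown with compound, and inhibition is calculated relative to solvent-treated cultures.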
yeast rad50: NCI yeast anticancer drug screen, S. cerevisiae rad50 strain | growth inhibition, % at 50 µM | actives 10% (n = 79,000) | AID 155;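 further: 0% = growth of vehicle-only cultures of the same strain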
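Growth of the mutant yeast was measured after compound exposure and referenced to vehicle-treated cultures.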
yeast cln2 rad14: NCI yeast anticancer drug screen, S. cerevisiae cln2 rad14 strain; % growth inhibition at 50 µM; actives 8.3% (n = 78,000); AID 165;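 further: 0% = growth of vehicle-only cultures of the same strain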
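Yeast strain cln2 rad14, bearing defects in cell cycle control and DNA repair, serves as the test system; values reflect growth inhibition compared with vehicle.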
mec2-1: NCI yeast anticancer drug screen, S. cerevisiae mec2-1 strain; growth inhibition, % at 50 µM; actives 9% (n = 79,000);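 further: 0% = growth of vehicle-only cultures of the same strain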
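Compounds were applied to mec2-1 yeast cells. Their growth was then compared with that of vehicle-treated cultures to give growth inhibition.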
* marks the source's active call; other numbers are inactive results; . = no result given. No stated cut-off is given here; in the data, active means growth inhibition above about 70%; inactive means the rest.

Field names – A = mlh1 rad18; B = sgs1 mgt1; C = yeast bub3; D = yeast rad50; E = yeast cln2 rad14; F = mec2-1
#1 CC1(C(=O)O)CCCN1 (centres undefined)
  A: -9; B: -21; C: -1; D: 9; E: 15; F: -8

#2 COc1ccc(/C(=N\NC(=O)C(=O)NN)C(c2ccc(OC)cc2)C2(O)C(=O)Nc3ccccc32)cc1 (centres undefined)
  A: -18; B: -23; C: 13; D: -20; E: -65; F: -20

#3 Cc1ccc(S(=O)(=O)OC2CCC(OS(=O)(=O)c3ccc(C)cc3)C3CCCCC23)cc1 (centres undefined)
  A: -13; B: -13; C: -2; D: -36; E: -18; F: -6

#4 CC(=O)CSc1ncnc2nc[nH]c12
  A: -5; B: 0; C: 6; D: 0; E: -6; F: 3

#5 Nc1ccc(S(=O)(=O)NCC(O)CNS(=O)(=O)c2ccc(N)cc2)cc1
  A: 29; B: 8; C: 12; D: 5; E: 6; F: 2

#6 [S-]c1n[n+](-c2ccccc2)cs1
  A: 3; B: 0; C: -23; D: 3; E: -5; F: 2

#7 COc1ccc(/C=N/SC(c2ccccc2)(c2ccccc2)c2ccccc2)cc1
  A: -4; B: 13; C: 0; D: 29; E: 13; F: 6

#8 O=C1NC(O)n2c(=O)[nH]c(=O)n21 (centres undefined)
  A: 0; B: 6; C: 15; D: 3; E: -30; F: 9

#9 Cc1cccc(Cl)c1OCC(=O)O
  A: -13; B: -2; C: -21; D: -1; E: -36; F: -9

#10 CCCCOC(=O)/C=C/C(=O)OCCCC
  A: 44; B: 9; C: 0; D: -35; E: 4; F: 10

#11 CC(C)(C)CC(C)(C)c1ccc(O)c(Cl)c1
  A: 100*; B: 91*; C: 78*; D: 99*; E: 50; F: 76*

#12 O=C1OC(CCCl)(c2ccccc2)CC1CN1CCOCC1 (centres undefined)
  A: 74*; B: 59; C: 72*; D: 70*; E: 42; F: 58

#13 COc1ccc(C(=O)/C=C/c2ccccc2)c(O)c1OC
  A: -7; B: 8; C: 10; D: -7; E: -1; F: -2

#14 CC1=CN2C(c3ccccc3)=NON(c3ccc(C)cn3)C2C=C1 (centres undefined)
  A: 2; B: 18; C: 46; D: -4; E: -13; F: 20

#15 CCc1c(CNc2ccc(C(=O)NC(CC(=O)O)C(=O)O)cc2)ccc2nc(N)nc(N)c12 (centres undefined)
  A: 6; B: 12; C: -4; D: 6; E: 3; F: 0

#16 CN(C(=O)CCC1OCCO1)c1cc([N+](=O)[O-])ccc1OCc1ccccc1
  A: 15; B: 2; C: 2; D: 22; E: 10; F: -1

#17 CCCCCCCCCC(=O)N(CCC)CCC
  A: 90*; B: 93*; C: 92*; D: 91*; E: 91*; F: 93*

#18 Cc1cn(C2CC(O)C(COC(=O)C(C)(C)C)O2)c(=O)[nH]c1=O (centres undefined)
  A: -47; B: 4; C: -18; D: 17; E: 0; F: 0

#19 Cc1ccc(CBr)c2ccccc12
  A: -11; B: 22; C: 16; D: 14; E: -5; F: 9

#20 CCN(CC)C(=S)N=Nc1c(O)[nH]c2ccccc12
  A: 92*; B: 89*; C: 91*; D: 82*; E: 90*; F: 87*

Record cards, from the list above:
CN(C(=O)CCC1OCCO1)c1cc([N+](=O)[O-])ccc1OCc1ccccc1 in the list: mlh1 rad18: 15; sgs1 mgt1: 2; yeast bub3: 2; yeast rad50: 22; yeast cln2 rad14: 10; mec2-1: -1
CCc1c(CNc2ccc(C(=O)NC(CC(=O)O)C(=O)O)cc2)ccc2nc(N)nc(N)c12 (centres undefined) in the list: mlh1 rad18: 6; sgs1 mgt1: 12; yeast bub3: -4; yeast rad50: 6; yeast cln2 rad14: 3; mec2-1: 0

Carrying on:
Field names – A = mlh1 rad18; B = sgs1 mgt1; C = yeast bub3; D = yeast rad50; E = yeast cln2 rad14; F = mec2-1
#21 Cn1cnc2cc(N3CCCCC3)c([N+](=O)[O-])cc2c1=O
  A: 12; B: 3; C: 4; D: 10; E: 6; F: 9

#22 CC1=C(C(=O)Nc2ccccc2)C(/C=C/c2ccccc2)C(C(=O)Nc2ccccc2)=C(C)N1
  A: 54; B: 48; C: 29; D: 51; E: 17; F: 43

#23 CCCCCSc1ncnc2c1ncn2CO
  A: 4; B: 7; C: 43; D: 1; E: 10; F: 18

#24 CCN(CC)C(=S)N1CCCCC1
  A: -7; B: -14; C: -16; D: 10; E: -65; F: -15

#25 Nc1cc(Cl)ccc1SSc1ccc(Cl)cc1N
  A: 73*; B: 49; C: 51; D: 49; E: -75; F: 32

#26 NC(=O)c1csc([C@@H](O)Cc2ccccc2)n1
  A: 8; B: 8; C: 8; D: -2; E: -8; F: 4

#27 CCOC(=O)n1[nH]c(=O)n(-c2ccccc2)c1=O
  A: -30; B: 5; C: 0; D: 4; E: 11; F: -16

#28 O=C1CCCC1C(=O)c1ccccc1.O=C1CCCC1C(=O)c1ccccc1.[Cu] (centres undefined)
  A: 53; B: 89*; C: -2; D: 71*; E: 24; F: 22

#29 CCOC(=O)NC(=S)C1=C(N2CCOCC2)CCC1
  A: 6; B: 2; C: -28; D: -16; E: 7; F: -34

#30 CCC(=O)C1=C(O)c2cc(OC)ccc2CC1C(=O)OC (centres undefined)
  A: 31; B: 24; C: 39; D: 13; E: 5; F: 13

#31 CSc1nc(-c2ccccc2)nc(=[N+]2CCOCC2)s1
  A: 82*; B: 86*; C: 82*; D: 89*; E: 64; F: 74*

#32 CC1CCCCN1S(=O)(=O)N(C)C (centres undefined)
  A: 6; B: -5; C: 10; D: 9; E: -6; F: 27

#33 COc1ccc(C2(O)CCCCC2)c(C)c1
  A: -1; B: 10; C: -19; D: 5; E: -1; F: 15

#34 COc1cccc(OC)c1/C=C(\NC(=O)c1ccccc1)C(=O)O
  A: -3; B: -3; C: 4; D: -2; E: -65; F: -2

#35 CC(=O)OC(C)C(=O)OCC1OC(OC(=O)C(C)OC(C)=O)C(OC(=O)C(C)OC(C)=O)C(OC(=O)C(C)OC(C)=O)C1OC(=O)C(C)OC(C)=O (centres undefined)
  A: 8; B: -11; C: -12; D: 8; E: -42; F: -14

#36 CCOC(=O)/C=C1\CCCn2c1ncc(C(=O)OCC)c2=O
  A: 90*; B: 82*; C: 60; D: 70; E: 56; F: 77*

#37 NC(=S)N/N=C/c1ccc([N+](=O)[O-])s1
  A: 33; B: 20; C: 22; D: 10; E: 25; F: 1

#38 C[N+](C)(C)c1ccc2ccccc2n1
  A: -3; B: -20; C: -9; D: -9; E: 1; F: -2

#39 NC(CCC(=O)Nc1cccc2ccccc12)C(=O)O (centres undefined)
  A: -3; B: 16; C: 17; D: 28; E: 12; F: 2

#40 CCc1sc(N)nc1-c1ccccc1
  A: -9; B: 7; C: 4; D: -3; E: -2; F: -24

#41 CCCCCCCCCCCCCCCCCCNCCCCCCCCCCCCCCCC
  A: 46; B: 50; C: 69; D: 53; E: 75*; F: 38

#42 CC(C)N1CN(C(C(=O)N[C@@H]2C(=O)N3C2SC(C)(C)C3C(=O)O)c2ccc(O)cc2)CSC1=S (some centres undefined)
  A: 1; B: 9; C: -5; D: -2; E: -18; F: -3

#43 O=C(O)/C(=C\c1ccccc1[N+](=O)[O-])c1ccc(C(F)(F)F)cc1
  A: -19; B: 2; C: 11; D: 4; E: 7; F: -16

#44 N=C1C=CC(=C(c2ccc(N)cc2)c2ccc(N)cc2)C=C1
  A: 97*; B: 98*; C: 98*; D: 99*; E: 97*; F: 98*

#45 CCN(C=O)CN(C=O)CC
  A: 28; B: -7; C: -4; D: 14; E: -12; F: -2

#46 COc1ccc(/C=C/C(=O)c2ccc(Cl)s2)cc1
  A: -4; B: -6; C: 20; D: -18; E: -34; F: -5

#47 Cc1ccc(C[N+](C)(C)c2ccccc2)o1
  A: 6; B: -5; C: -6; D: -10; E: 32; F: -2

#48 CCCCN(CCC#N)c1ccc(/C=C/c2ccnc3ccccc23)cc1
  A: 12; B: 15; C: -8; D: -15; E: -10; F: -6

#49 COc1ccc(C2C(C)C(=O)C(C)C(c3ccc(OC)cc3)N2N=O)cc1 (centres undefined)
  A: 33; B: 16; C: 27; D: 3; E: -1; F: 6

#50 O/N=C1\c2ccccc2-c2cccc(Cl)c21
  A: 0; B: 13; C: 9; D: 12; E: 6; F: -9

#51 COC1(OC)C2(Cl)CCC1(Cl)C(OC(C)=O)C2 (centres undefined)
  A: -11; B: 5; C: -8; D: -21; E: 27; F: -5

#52 COc1cc(C(C#N)c2ccccc2)ccc1N (centres undefined)
  A: 15; B: 30; C: 40; D: 26; E: 21; F: 20

#53 CCCCCCNC(=O)CCC
  A: 0; B: -4; C: -10; D: -17; E: -37; F: -7

#54 CC[C@H]1CN2CCc3cc(OC)c(OC)cc3[C@@H]2C[C@@H]1C[C@H]1NCCc2cc(OC)c(OC)cc21
  A: 8; B: 4; C: 3; D: -7; E: 8; F: -5

#55 Cc1cc(C)c(C#[N+][O-])c(C)c1C#[N+][O-]
  A: 15; B: -6; C: -1; D: 6; E: 14; F: 8

#56 O=C(Oc1ccc(C(=O)c2ccc(C(=O)c3ccc(OC(=O)c4cccc(Br)c4)cc3)cc2)cc1)c1cccc(Br)c1
  A: 2; B: -11; C: 3; D: 11; E: -2; F: 7

#57 CCCCCCCCCCCCCCCCCC(C)O (centres undefined)
  A: -11; B: -1; C: -10; D: -9; E: 2; F: -13

#58 CC(C)N(CC(=O)O)CC(=O)O
  A: -16; B: -21; C: -23; D: -1; E: -5; F: -13

#59 N#CC(C(=O)C(=O)Nc1ccccc1)c1c(Cl)cccc1Cl (centres undefined)
  A: 7; B: 8; C: -20; D: -30; E: -31; F: 2

#60 COc1cc2c(cc1C(C)c1cc(OC)c(OC)c(OC)c1)OCO2 (centres undefined)
  A: -2; B: -3; C: 12; D: -7; E: -3; F: -5

#61 COC(C(=O)C(O)C(C)O)C1Cc2cc3cc(OC4CC(OC5CC(O)C(O)C(C)O5)C(O)C(C)O4)c(C)c(O)c3c(O)c2C(=O)C1OC1CC(OC2CC(O)C(OC3CC(C)(O)C(O)C(C)O3)C(C)O2)C(O)C(C)O1 (centres undefined)
  A: 12; B: -12; C: -11; D: -7; E: 7; F: -23

#62 O=C1C(Cl)=C(Nc2ccc(C#Cc3ccccc3)cc2)C(=O)C(Cl)=C1Nc1ccc(C#Cc2ccccc2)cc1
  A: 32; B: 56; C: -8; D: 53; E: 29; F: 19

#63 CN1NC(=O)c2ccccc2NC1=S
  A: 16; B: 32; C: 18; D: 1; E: 18; F: -19

#64 CC1=CC(O/C=C2\C(=O)OC3C=CCC23)OC1=O (centres undefined)
  A: 1; B: 17; C: -12; D: -2; E: 4; F: -32

#65 CCOC(=O)C(C=O)(NC(=O)c1ccccc1)OCC (centres undefined)
  A: 0; B: .; C: .; D: 4; E: .; F: -2

#66 COc1ccc(C(=O)NNC(=O)c2cccc3ccccc23)cc1
  A: -4; B: 10; C: 17; D: 22; E: 6; F: -10

#67 O=S1(=O)C(Cl)c2ccccc2-c2ccccc2C1Cl (centres undefined)
  A: -10; B: -10; C: 5; D: -1; E: 8; F: -7

#68 CCCCOC(=O)C1CC[C@H]2[C@@H]3CCc4cc(OC(=O)c5cccc6c(=O)c7ccccc7[nH]c56)ccc4[C@H]3CC[C@]12C (some centres undefined)
  A: -35; B: 38; C: 34; D: 51; E: 36; F: 4

#69 Nc1nc2c(c(=O)[nH]1)c1c(N)ncnc1n2C1OC(CO)C(O)C1O (centres undefined)
  A: 19; B: 1; C: 8; D: 28; E: -45; F: 17

#70 COC(=O)/C(=C\c1ccccc1N)c1cc2c(cc1Br)OCO2
  A: 68; B: 82*; C: 44; D: 84*; E: 41; F: 40

The listing continues.
Field names – A = mlh1 rad18; B = sgs1 mgt1; C = yeast bub3; D = yeast rad50; E = yeast cln2 rad14; F = mec2-1
#71 COc1ccc(C2CCCC/C2=N\Nc2ccc([N+](=O)[O-])cc2[N+](=O)[O-])cc1 (centres undefined)
  A: 25; B: 6; C: 2; D: 36; E: 20; F: 17

#72 Cc1ccccc1NC(=O)c1ccc(C(=O)Nc2ccccc2C)cc1
  A: 36; B: 9; C: 1; D: 11; E: 8; F: -11

#73 CCOC(=O)C1(Br)C(c2ccccc2)NC(=O)N(C2OC(COC(=O)c3ccccc3)C(OC(=O)c3ccccc3)C2OC(=O)c2ccccc2)C1(C)Br (centres undefined)
  A: -23; B: -28; C: 7; D: -25; E: 6; F: -28

#74 O=C(O)Cc1nn[nH]n1
  A: -18; B: -30; C: -6; D: -15; E: 6; F: -11

#75 Clc1ccc(CNc2ncnc3c2ncn3C2CCCCO2)cc1Cl (centres undefined)
  A: -11; B: -23; C: -20; D: -21; E: -12; F: -2

Source: PubChem (NCI)
